TNAP inh hi DEA: human TNAP enzyme inhibitors, primary screen, biochemical, luminescent, high phosphate acceptor level, uHTS; hit rate 0.03% among 200,000; inhibition, % at 20 µM; purified TNAP, CDP-star luminescence, 1 M DEA;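 active means over 50% inhibition of tissue-nonspecific alkaline phosphatase at 20 µM in the single-dose screen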;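 further: plate controls were DMSO wells for no effect and EDTA-quenched wells as full inhibition for full effect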
Target sequence (P05186 whole entry, looked up): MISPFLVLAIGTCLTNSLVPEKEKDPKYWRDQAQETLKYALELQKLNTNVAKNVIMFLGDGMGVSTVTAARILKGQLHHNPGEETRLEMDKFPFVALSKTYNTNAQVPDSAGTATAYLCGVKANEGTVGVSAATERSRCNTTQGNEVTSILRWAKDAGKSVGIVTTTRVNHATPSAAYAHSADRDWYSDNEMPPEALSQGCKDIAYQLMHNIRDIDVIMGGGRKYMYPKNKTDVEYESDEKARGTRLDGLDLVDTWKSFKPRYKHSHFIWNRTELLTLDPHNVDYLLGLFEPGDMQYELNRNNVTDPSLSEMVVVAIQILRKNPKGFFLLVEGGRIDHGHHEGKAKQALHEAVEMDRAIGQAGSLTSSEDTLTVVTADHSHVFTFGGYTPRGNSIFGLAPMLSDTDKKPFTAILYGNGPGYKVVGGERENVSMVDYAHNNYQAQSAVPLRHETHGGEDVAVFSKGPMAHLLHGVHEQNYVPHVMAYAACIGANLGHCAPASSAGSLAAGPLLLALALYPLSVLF
Efa HMGR inh: inhibitors of E. faecalis class II HMGR, primary screen, biochemical, Enterococcus faecalis | hit rate 0.41% among 190,000 | purified E. faecalis HMGR, NADPH absorbance 340 nm kinetic | inhibition, % at 10 µM;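 active means inhibition above a set limit, the median over all tested compounds plus 3 SD, cut at about 9.5% in these data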;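 further: enzyme runs in reverse so mevalonate oxidation gives rising NADPH absorbance; 0% = complete reaction with DMSO and 100% = background rate lacking mevalonate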
PMI activator: activators of human PMI, primary screen, biochemical, fluorescence intensity, near-Km mannose 6-phosphate; Mannose-6-phosphate isomerase (Homo sapiens), P34949; purified human PMI, coupled resazurin fluorescence, 20 min; active compounds read high; 1 = vehicle control, 0 substrate-free wells; activation factor at 20 µM; hit rate 0.005% among 190,000; AID 1214, 2008;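 active means activation factor of 2 or more at 20 µM, relative to plate controls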
Target sequence (P34949 whole entry, looked up): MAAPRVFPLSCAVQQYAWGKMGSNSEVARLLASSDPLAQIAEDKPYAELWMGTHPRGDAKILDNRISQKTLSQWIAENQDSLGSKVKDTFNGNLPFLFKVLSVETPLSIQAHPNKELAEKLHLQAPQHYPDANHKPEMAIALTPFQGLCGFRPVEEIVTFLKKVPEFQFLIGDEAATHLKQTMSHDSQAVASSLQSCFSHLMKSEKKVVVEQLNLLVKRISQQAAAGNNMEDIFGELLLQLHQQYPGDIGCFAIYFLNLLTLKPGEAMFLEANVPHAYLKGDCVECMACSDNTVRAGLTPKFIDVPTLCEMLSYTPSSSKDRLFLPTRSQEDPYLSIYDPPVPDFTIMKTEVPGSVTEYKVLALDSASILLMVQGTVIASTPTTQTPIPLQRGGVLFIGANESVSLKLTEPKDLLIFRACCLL
Lmaj promast: Leishmania major promastigote growth inhibition, primary screen; hit rate 9% among 200,000; Leishmania major promastigotes, resazurin fluorescence viability; inhibition, % at 10 µM; in the data active means inhibition above about 50%;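 further: promastigotes grown with compound for 44 hours at 28 °C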
Hsp70 activator: Hsp70 transcriptional activators, primary screen, cell-based, HeLa, Hsp70 promoter luciferase, luminescence, 10 µM; hit rate 0.04% among 200,000; activation, % at 10 µM; HeLa Hsp70 promoter luciferase reporter; scaled: vehicle 0, proteasome-inhibitor control 100%;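 active means activation above the mean across all tested compounds plus 3 SD, cutoff set per campaign, cut at about 5.5% in these data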;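 further: 100% = MG132 at 30 µM as the positive control and 0% = DMSO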
S1P3 antag: S1P3 receptor antagonists, primary screen, cell-based | Sphingosine 1-phosphate receptor 3 (Homo sapiens), Q99500 | CHO S1P3 NFAT-BLA reporter, FRET fluorescence, antagonist mode | inhibition, % at 4.98 µM | hit rate 0.27% among 170,000 | AID 485, 2006;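 active means inhibition above the plate cutoff, the mean inhibition of test wells on that plate plus 3 SD, cut at about 28% in these data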;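 further: cells challenged with S1P at its EC80 of 0.8 µM; blue over green emission ratio from cleaved BLA substrate after 4 h stimulation; 0% = S1P-stimulated wells and 100% = unstimulated DMSO-only wells; some compounds past the cut are filed as inactive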
TNAP inh no acc: human TNAP enzyme inhibitors, primary screen, biochemical, luminescent, no phosphate acceptor, uHTS. Alkaline phosphatase, tissue-nonspecific isozyme (Homo sapiens), P05186. purified TNAP, CDP-star luminescence, 30 min. inhibition, % at 20 µM. hit rate 0.26% among 200,000;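 active means tissue-nonspecific alkaline phosphatase inhibition above about 50% at 20 µM in the single-dose screen, limit read from the data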;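 further: 0% = DMSO negative control and 100% = EDTA positive control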
Redox H2O2 prof: compounds producing H2O2 with reducing agent – biochemical, NIH compound library profiling, artefact control for MLSCN library redox annotation, primary screen; DTT-dependent redox cycling H2O2, phenol red/HRP absorbance; 100% = 100 µM peroxide control, 0% = buffer; AID 878, 2007; activation, % at 10 µM; hit rate 0.03% among 200,000;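 active means activation of at least 50% relative to the plate's high and low controls in the primary single-dose screen; inactive means activation below 50%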;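 further: compound incubated with DTT at 0.8 mM final as the reducing agent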
PMI act hi M6P: human PMI activators, high substrate, primary screen, biochemical, fluorescence intensity, near-saturating mannose 6-phosphate | coupled PMI enzyme assay, resazurin fluorescence, 20 min; active compounds read high; 1 = untreated enzyme, 0 = substrate-free blank | activation factor at 20 µM | hit rate 0.34% among 190,000 | AID 1216, 2008;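 active means activation factor of 2 or more at 20 µM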
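Test system: human phosphomannose isomerase with PGI, G6PDH, diaphorase coupling enzymes; Amount: PMI at 15 ng/mL final; Reagent: Mannose-6-phosphate 1.0 mM (near-saturating) plus 0.22 mM NADP+; Timing: 20 min, room temperature; Technique: resorufin fluorescence at Ex 544/Em 590 nm; Dosing: 20 µM single dose.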
RAM inhibit: inhibitors of the yeast RAM network, primary screen, dse1pr::URA3 reporter, 5-FOA selection. hit rate 1.8% among 190,000. inhibition, % at 50 µM. S. cerevisiae dse1pr::URA3 reporter, 5-FOA growth OD615, 2 d; analog-sensitive cbk1-as2 kinase mutant strain;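 active means inhibition above a set limit, 3 SD over mean compound inhibition, cut at about 8.4% in these data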;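 further: 0% = DMSO-only wells with no growth and 100% = 10 µM 1-NA-PP1 full growth; inhibition rescues growth on 5-FOA so higher OD means more RAM inhibition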
An asterisk follows results filed as active. Compounds as they come; any-hit rate near 12%.

COc1cc(/C=C(/C#N)c2ccc(C)cc2)ccc1Oc1ccc([N+](=O)[O-])cn1 was read as TNAP inh hi DEA 2, Efa HMGR inh 2, PMI activator 0.8, Lmaj promast 2, Hsp70 activator -0.3, TNAP inh no acc -9, Redox H2O2 prof 3.6, PMI act hi M6P 0.8 and RAM inhibit 3.2.
Screening Cc1ccnc(NC(=O)c2sc3cc(Cl)ccc3c2Cl)c1 returned TNAP inh hi DEA -2, Efa HMGR inh -6, PMI activator 1, Lmaj promast -6, Hsp70 activator 1.3, S1P3 antag 4, TNAP inh no acc -15, Redox H2O2 prof 0.3, PMI act hi M6P 1.1 and RAM inhibit 2.5.
`CCN(CC)C(=O)CN1C(=O)C(=O)c2ccccc21` gave TNAP inh hi DEA -9, Efa HMGR inh -4, PMI activator 0.9, Lmaj promast -11, Hsp70 activator -0.4, S1P3 antag -4, TNAP inh no acc 3, Redox H2O2 prof -0.9, PMI act hi M6P 0.8 and RAM inhibit 2.2.
`COc1cc(CNc2ccc(CNc3ncn[nH]3)cc2)cc(Cl)c1OCc1ccccc1` gave TNAP inh hi DEA -2, Efa HMGR inh -5, PMI activator 0.8, Lmaj promast 8, Hsp70 activator -0.4, S1P3 antag -14, TNAP inh no acc -11, Redox H2O2 prof 0.6, PMI act hi M6P 0.9 and RAM inhibit 5.5.
`CCOC(=O)CSc1nnc(CNC(=O)c2ccc(S(=O)(=O)N3CCOCC3)cc2)n1C` gave TNAP inh hi DEA 0, Efa HMGR inh -3, PMI activator 1.1, Lmaj promast -6, Hsp70 activator -0.3, S1P3 antag -10, TNAP inh no acc -8, Redox H2O2 prof 0.4, PMI act hi M6P 1.1 and RAM inhibit -0.3.
Screening CCOC(=O)C1=C(C)NC(C)=C(C(=O)OCC)C1c1sccc1C returned TNAP inh hi DEA -3, Efa HMGR inh 1, PMI activator 0.9, Lmaj promast 96*, Hsp70 activator -0.2, TNAP inh no acc -7, Redox H2O2 prof -3.9, PMI act hi M6P 0.9 and RAM inhibit -0.4.
COc1cccc(NC(=O)CCSc2ccc(C)cc2)c1 was read as TNAP inh hi DEA 4, Efa HMGR inh -4, PMI activator 1, Lmaj promast -3, Hsp70 activator 0.0, S1P3 antag -6, TNAP inh no acc -8, Redox H2O2 prof -0.1, PMI act hi M6P 1 and RAM inhibit 1.1.
`Cc1ccc(-c2nn3cnnc3c3ccccc23)cc1` gave TNAP inh hi DEA -2, Efa HMGR inh 0, PMI activator 1.1, Lmaj promast -1, Hsp70 activator -0.2, S1P3 antag 2, TNAP inh no acc -2, Redox H2O2 prof 0.3, PMI act hi M6P 1 and RAM inhibit 0.4.
CCOC(=O)Cc1nnc(NC(=O)c2ccccc2OC)s1 was read as TNAP inh hi DEA -7, Efa HMGR inh -3, PMI activator 1, Lmaj promast 6, Hsp70 activator -0.4, S1P3 antag 3, TNAP inh no acc -13, Redox H2O2 prof -5.4, PMI act hi M6P 0.9 and RAM inhibit 1.6.
CCN(CC)CCCCOc1ccccc1OC was read as TNAP inh hi DEA -1, Efa HMGR inh 2, PMI activator 0.9, Lmaj promast 0, Hsp70 activator -0.1, S1P3 antag -48, TNAP inh no acc -11, Redox H2O2 prof 0.2, PMI act hi M6P 0.9 and RAM inhibit -0.1.
Screening CCOC(=O)C1CCCN(C(=O)c2ccccc2NC(C)=O)C1 (centres undefined) returned TNAP inh hi DEA -2, Efa HMGR inh -13, PMI activator 0.9, Lmaj promast -6, Hsp70 activator 0.4, S1P3 antag 17, TNAP inh no acc -10, Redox H2O2 prof -3.6, PMI act hi M6P 0.9 and RAM inhibit 0.4.
Brc1ccc(CSc2nnc(-c3cnccn3)n2Cc2ccco2)cc1 was read as TNAP inh hi DEA 0, Efa HMGR inh -4, PMI activator 0.9, Lmaj promast 9, Hsp70 activator 0.4, S1P3 antag -16, TNAP inh no acc -6, Redox H2O2 prof 1.0, PMI act hi M6P 0.9 and RAM inhibit -0.1.
Screening O=C(O)CCCNS(=O)(=O)c1ccc2ccccc2c1 returned TNAP inh hi DEA 2, Efa HMGR inh -5, PMI activator 1, Lmaj promast -8, Hsp70 activator -0.1, S1P3 antag -21, TNAP inh no acc 8, Redox H2O2 prof -1.1, PMI act hi M6P 1 and RAM inhibit 1.7.
For COc1ccc(-c2cc(-c3ccccc3)nc(SCC(=O)Nc3nccs3)c2C#N)cc1 the results were TNAP inh hi DEA 0, Efa HMGR inh -6, PMI activator 0.9, Lmaj promast 1, Hsp70 activator -0.3, S1P3 antag 1, TNAP inh no acc -8, Redox H2O2 prof 0.5, PMI act hi M6P 1 and RAM inhibit 1.8.
Screening CSc1ccccc1NC(=O)c1cnc2scc(C)n2c1=O returned TNAP inh hi DEA -6, Efa HMGR inh -5, PMI activator 1, Lmaj promast -4, Hsp70 activator 0.0, S1P3 antag 10, TNAP inh no acc -13, Redox H2O2 prof -0.1, PMI act hi M6P 1 and RAM inhibit 4.3.
Screening COc1cccc(N=CC=C2OC(C)(C)C(C)(C)O2)c1 returned TNAP inh hi DEA -4, Efa HMGR inh -3, PMI activator 1.6, Lmaj promast 18, Hsp70 activator -0.1, S1P3 antag -3, TNAP inh no acc 1, Redox H2O2 prof -2.0, PMI act hi M6P 1.6 and RAM inhibit 0.6.
For O=C(O)C1CSC2(CCN(Cc3ccccc3)CC2)N1 (centres undefined) the results were TNAP inh hi DEA -2, Efa HMGR inh -6, PMI activator 1, Lmaj promast -1, Hsp70 activator -0.2, S1P3 antag 2, TNAP inh no acc -7, Redox H2O2 prof 0.4, PMI act hi M6P 1 and RAM inhibit 0.2.
For C[N+]12CCCCC1C(COC(=O)c1ccc3c(c1)OCO3)CCC2 (centres undefined) the results were TNAP inh hi DEA -5, Efa HMGR inh -5, PMI activator 0.9, Lmaj promast -3, Hsp70 activator -0.1, TNAP inh no acc -8, Redox H2O2 prof 0.1, PMI act hi M6P 1 and RAM inhibit 4.3.
CCOc1nc(-c2ccncc2)nc2ccccc12 was read as TNAP inh hi DEA -2, Efa HMGR inh -4, PMI activator 1, Lmaj promast 6, Hsp70 activator -0.3, TNAP inh no acc -12, Redox H2O2 prof -0.6, PMI act hi M6P 1.1 and RAM inhibit 2.1.
Screening O=C(C(Cc1ccccc1)n1cccc1)N1CCN(Cc2ccccc2)CC1 (centres undefined) returned TNAP inh hi DEA -5, Efa HMGR inh 5, PMI activator 0.9, Lmaj promast 44, Hsp70 activator -0.1, S1P3 antag -15, TNAP inh no acc -8, Redox H2O2 prof -1.2, PMI act hi M6P 1 and RAM inhibit 0.2.
Screening Cc1ccc(/C=N\n2c(-c3ccccc3)n[nH]c2=S)s1 returned TNAP inh hi DEA 4, Efa HMGR inh -2, PMI activator 1, Lmaj promast 1, Hsp70 activator 0.2, TNAP inh no acc 29, Redox H2O2 prof 9.8, PMI act hi M6P 1 and RAM inhibit 1.9.
CCCCNC(=O)c1onc(CSc2ccccc2CC)c1C(=O)O was read as TNAP inh hi DEA 8, Efa HMGR inh -5, PMI activator 1.1, Lmaj promast 2, Hsp70 activator 0.0, TNAP inh no acc 2, Redox H2O2 prof -11, PMI act hi M6P 1.2 and RAM inhibit 0.2.
For CCOC(=O)C1CCCN(c2ccc(NC(=O)c3snc4c(=O)[nH]c(C)nc34)cc2)C1 (centres undefined) the results were TNAP inh hi DEA 3, Efa HMGR inh -7, PMI activator 1, Lmaj promast -2, Hsp70 activator -0.1, TNAP inh no acc 3, Redox H2O2 prof 1.6, PMI act hi M6P 1.1 and RAM inhibit 9.8*.
CC/C(=N\n1nnnc1Nc1ccccc1)c1ccccc1 was read as TNAP inh hi DEA -1, Efa HMGR inh -4, PMI activator 1, Lmaj promast 5, Hsp70 activator -0.6, TNAP inh no acc -8, Redox H2O2 prof 2.6, PMI act hi M6P 1 and RAM inhibit -0.1.
Screening COc1ccc(-c2nnn(CC(=O)N(c3cccc(O)c3)C(C)C(=O)NC3CCCC3)n2)cc1OC (centres undefined) returned TNAP inh hi DEA -2, Efa HMGR inh -2, PMI activator 1, Lmaj promast -3, Hsp70 activator -0.3, S1P3 antag -5, TNAP inh no acc -7, Redox H2O2 prof 0.2, PMI act hi M6P 0.9 and RAM inhibit 2.3.
Cc1cc(-n2c(C)cc(C(=O)CSc3ncnc4ccccc34)c2C)no1 was read as TNAP inh hi DEA -6, Efa HMGR inh -2, PMI activator 0.8, Lmaj promast 6, Hsp70 activator -0.4, TNAP inh no acc -12, Redox H2O2 prof -0.1, PMI act hi M6P 0.9 and RAM inhibit 4.4.
Screening O=C(NC1(C(F)(F)F)NC(=O)N(Cc2cccnc2)C1=O)c1ccccc1Cl (centres undefined) returned TNAP inh hi DEA -3, Efa HMGR inh -4, PMI activator 1, Lmaj promast -4, Hsp70 activator -0.5, TNAP inh no acc -12, Redox H2O2 prof 0.7, PMI act hi M6P 1 and RAM inhibit -0.6.
`CCOc1ccc(C2C(C(C)=O)=C(O)C(=O)N2CCc2c[nH]c3ccccc23)cc1` (centres undefined) gave TNAP inh hi DEA -4, Efa HMGR inh 0, PMI activator 0.8, Lmaj promast -4, Hsp70 activator 0.1, S1P3 antag -24, TNAP inh no acc -4, Redox H2O2 prof 0.3, PMI act hi M6P 0.7 and RAM inhibit 5.3.
Screening CC(=O)Nc1cccc(C(=O)OC(C(=O)c2ccc(C)cc2)c2ccccc2)c1 (centres undefined) returned TNAP inh hi DEA 1, Efa HMGR inh -6, PMI activator 0.9, Lmaj promast 19, Hsp70 activator -0.5, TNAP inh no acc -4, Redox H2O2 prof 2.5, PMI act hi M6P 0.9 and RAM inhibit 3.4.
For O=C(Nc1ccncc1)c1ccccc1-c1ccccc1 the results were TNAP inh hi DEA -5, Efa HMGR inh 1, PMI activator 0.9, Lmaj promast 9, Hsp70 activator 0.4, S1P3 antag -10, TNAP inh no acc -9, Redox H2O2 prof 4.1, PMI act hi M6P 0.9 and RAM inhibit 2.2.
For S=C(Nc1ccc(Cl)cc1)N(CCCN1CCOCC1)Cc1ccco1 the results were TNAP inh hi DEA 1, Efa HMGR inh -1, PMI activator 1, Lmaj promast 96*, Hsp70 activator -0.3, S1P3 antag -7, TNAP inh no acc -2, Redox H2O2 prof 0.3, PMI act hi M6P 1 and RAM inhibit 0.4.
Screening CCCCN(CCCC)C(=S)NC(=O)C(C)(C)C returned TNAP inh hi DEA 1, Efa HMGR inh 0, PMI activator 1, Lmaj promast -6, Hsp70 activator -0.3, S1P3 antag 13, TNAP inh no acc -53, Redox H2O2 prof -0.1, PMI act hi M6P 1.1 and RAM inhibit 0.7.

Bioassay records from PubChem.
